Source: PubChem BioAssay
VP16 counter: Gal4-VP16 reporter inhibition counter-screen | Drosophila S2 Gal4-VP16 UAS-luciferase, luminescence, 20 h | Potency, µM (titrated, usually from 53.6 µM), for the others: at the top dose activity, negative = inhibition, hits mostly inhibitors | 310,000 tested, 3.5% active | AID 2546;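 further: Gal4-VP16 expression switched on by copper sulfate through the metallothionein promoter; on the % scale 0 is the no-effect control and ±100 the full control effect; nearly all actives have a fitted effect of over 50% in size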
p53 reactivation: restores transcriptional activity of mutant p53 | H1299 p53-A138V BP100-luciferase reporter, luminescence, 24 h | Potency, µM (titrated, usually from 92.2 µM), for inactives: at the top dose activity change, positive = activation, actives largely listed as activators | 320,000 tested, 0.063% active; further: % of control where 0% means no effect; nearly all actives have a fitted effect of over 45% in size
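p53-null H1299 cells stably carrying temperature-sensitive p53-A138V and a BP100-luciferase reporter were pinned with compounds (4-point, 1:5 series) and held 24 hrs at 37 deg C. Luminescence was read 10 min after detection reagent.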
ELG1 genotoxic: induces genotoxicity in HEK293T cells with luciferase-tagged ELG1. HEK293T ELG1-luciferase reporter, luminescence, 16 h. Potency, µM (highest dose often 46 µM), inactives show at the highest dose activity change, positive = activation, hits mostly activators. 330,000 tested, 1.3% active. AID 504466; further: % of control where 0% means no effect; nearly all actives have a fitted effect of over 60% in size
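ELG1-luciferase HEK293T cells, 2,000/well; compound pinned in; 16 hr, 37 °C, 5% CO2; ONE-Glo, 30 min RT; luminescence on CCD imager.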
MBNL1 CUG block: MBNL1-poly(CUG) RNA binding inhibition | TR-FRET MBNL1-His/biotin-(CUG)12 binding, 665/545 ratio | Potency, µM (titrated, usually from 57.5 µM), without a hit: at the highest dose activity change, negative = inhibition, hits mostly inhibitors | Q9NR56 | 280,000 tested, 0.036% active; active means well fitted inhibition curve with a large enough effect in the signal ratio, with a control signal flat, not every such curve was filed as active; inconclusive means small, poorly fitted or top-dose-only effect, or effect the other way, or a change in a side signal; inactive means no such curve, though single readings can be large or run the other way; the % refers to the signal ratio; further: on the % scale 0 is the no-effect control and ±100 the full control effect
Target sequence (Q9NR56 whole entry, looked up): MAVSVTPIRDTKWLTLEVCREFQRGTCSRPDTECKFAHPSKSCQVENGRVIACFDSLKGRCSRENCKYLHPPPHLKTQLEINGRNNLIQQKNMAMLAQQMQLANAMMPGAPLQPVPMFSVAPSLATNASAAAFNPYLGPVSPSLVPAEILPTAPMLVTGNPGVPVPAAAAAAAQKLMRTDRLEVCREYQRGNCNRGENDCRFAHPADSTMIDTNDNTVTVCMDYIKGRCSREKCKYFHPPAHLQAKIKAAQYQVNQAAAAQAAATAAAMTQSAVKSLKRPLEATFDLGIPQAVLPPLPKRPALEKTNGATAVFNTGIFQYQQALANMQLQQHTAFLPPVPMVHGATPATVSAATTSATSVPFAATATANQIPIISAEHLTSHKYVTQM
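His-tagged MBNL1 binding to biotinylated (CUG)12 RNA was measured by TR-FRET using terbium anti-His antibody (0.055 ng/ul final) and streptavidin-XL665 (5 nM final). Compounds were titrated 92 nM to 58 uM; 60 min at room temperature.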
uPA generation: inhibitors of cell surface uPA generation. AID 540303. Potency, µM (series often up to 38.3 µM), for the others: at the highest dose activity change, negative = inhibition, hits mostly inhibitors. 330,000 tested, 0.31% active. cell surface uPA generation assay, qHTS; active means well fitted inhibition curve with a large enough effect; inconclusive means small, poorly fitted or top-dose-only effect; inactive means no such curve, though single readings can be large or run the other way; tested in mouse RAW 264.7 cells; further: on the % scale 0 is the no-effect control and ±100 the full control effect; nearly all actives have a fitted effect of over 55% in size
NPC1 promoter act: activators of NPC1 promoter; Huh7 NPC1 promoter luciferase reporter, 24 h; Potency, µM (highest dose often 9.22 µM), for the others: top-dose activation, most hits filed as activators; 320,000 tested, 2.4% active; AID 485313;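 further: % of control where 0% means no effect; nearly all actives have a fitted effect of over 60% in size; reporter is driven by a mutant NPC1 promoter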
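Stable NPC1-promoter luciferase Huh7 line; cpd (DMSO) 24 h, 37 °C, 5% CO2; Amplite luciferase reagent 10 min RT; luminescence readout. qHTS format.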
BRCA1 expr act: increases BRCA1 expression | Potency, µM (series often up to 46.1 µM), for the others: top-dose activation, actives largely listed as activators | AID 624202 | 380,000 tested, 1.1% active | MCF7-BRCA1-FFLuc reporter, luminescence, 48 h; response scale: scaled: vehicle 0%, 10 µM genistein 100%; further: nearly all actives have a fitted effect of over 80% in size; some results filed as inactive show a strong effect at the top dose
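Luminescence from a BRCA1-driven firefly luciferase in MCF7 cells was the read-out, taken 15 min after substrate addition following 48 h compound exposure at 37 °C. Data were normalized to a 10 microM genistein control and DMSO vehicle.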
RORg inh: blocks mouse ROR gamma transcriptional activity; Drosophila S2 Gal4-RORgamma UAS-luciferase reporter, 20 h; Potency, µM (series often up to 53.6 µM), without a hit: top-dose activity change, negative = inhibition, hits mostly inhibitors; 310,000 tested, 5.4% active; further: on the % scale 0 is the no-effect control and ±100 the full control effect; nearly all actives have a fitted effect of over 60% in size
Target sequence (P51450 whole entry, looked up, the tested form may be a part): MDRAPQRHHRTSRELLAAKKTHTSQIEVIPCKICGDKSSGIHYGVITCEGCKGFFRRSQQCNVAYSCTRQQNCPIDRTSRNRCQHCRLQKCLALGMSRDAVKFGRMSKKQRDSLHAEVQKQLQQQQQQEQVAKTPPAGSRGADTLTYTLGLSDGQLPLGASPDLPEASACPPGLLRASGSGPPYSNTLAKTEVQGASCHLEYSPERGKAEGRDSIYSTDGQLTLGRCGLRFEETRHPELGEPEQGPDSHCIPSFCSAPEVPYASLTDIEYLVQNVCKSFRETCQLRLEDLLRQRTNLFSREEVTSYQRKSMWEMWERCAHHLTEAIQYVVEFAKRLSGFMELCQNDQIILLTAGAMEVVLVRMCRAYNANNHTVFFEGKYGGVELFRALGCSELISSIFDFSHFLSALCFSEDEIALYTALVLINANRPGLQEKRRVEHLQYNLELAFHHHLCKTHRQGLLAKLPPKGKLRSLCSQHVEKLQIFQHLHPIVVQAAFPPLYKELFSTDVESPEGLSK
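Luminescence from a UAS-regulated Photinus luciferase reporter in stably transfected Drosophila Schneider cells is measured; decreased signal marks ROR gamma inhibition. Fusion expression is induced by 700 uM copper sulfate for 20 hr.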
FLuc counter: counter-screen for miR-21 project: firefly luciferase inhibitors or activators; purified FLuc, Km substrates, luminescence inhibition; P08659; Potency, µM (series often up to 57.5 µM), for the others: at the highest dose activity change, negative = inhibition, usual class: inhibitors; 360,000 tested, 6.9% active; AID 588342;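 further: plate controls were vehicle for no effect and reference inhibitor for full effect; nearly all actives have a fitted effect of over 55% in size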
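Purified P. pyralis luciferase, 10 nM final, with Km-level 10 uM D-luciferin and 10 uM ATP in 50 mM Tris acetate pH 7.5, 10 mM Mg acetate, 0.01% Tween-20, 0.05% BSA; 6-point qHTS titration about 60 µM downward; luminescence read.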
Rab9 promoter act: Rab9 promoter activation | Potency, µM (top dose mostly 9.22 µM), for the others: top-dose activation, negative = inhibition, usual class: activators | Huh7 Rab9 promoter-luciferase reporter, luminescence, 24 h | 320,000 tested, 2.8% active; further: % of control where 0% means no effect; nearly all actives have a fitted effect of over 60% in size
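Huh7 cells stably carrying Rab9 promoter–luciferase reporter, plated 1500 cells/well, compound added after 2 h and incubated 24 h at 37 °C; luciferase luminescence then read after 10 min with detection reagent.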
* = called active by the depositor; u = inconclusive; x = no result given; [ ] = remark or other dose. Unless noted, the call rests on the fitted dose curve; in most records, active means well fitted curve in the direction sought with a large enough effect; inconclusive means small, poorly fitted or top-dose-only effect, or another doubt; inactive means no such curve, though single readings can be large; an effect the other way counts as inactive or inconclusive. Potency means the concentration at half of the fitted maximal effect.

Start of the listing, in advance:
SMILES	VP16 counter	p53 reactivation	ELG1 genotoxic	MBNL1 CUG block	uPA generation	NPC1 promoter act	BRCA1 expr act	RORg inh	FLuc counter	Rab9 promoter act
Cn1c(NC(=O)c2ccc3c(c2)OCO3)cc(=O)n(C)c1=O	3%	7%	3%	-9%	-20%	-3%	-1%	-10%	0%	-2%
CCCCC1=CC2=CC(=O)C(C)(OC(=O)CC)C(=O)C2=CN1C(CO)CO (stereo not given)	13%	2%	2%	19%	6%	-4%	-6%	-1%	0%	-6%
CCOc1ccc(C(=O)N2CCN(CC(=O)N3CCCC3)CC2)cc1OCC	x	-6%	0%	x	14%	2%	5%	x	7%	1%
Cc1cccc(NC(=O)CSc2ncnc3nc[nH]c23)c1C	-1%	-3%	0%	u	5%	-3%	-4%	13%	2%	-3%

The listing, from the start:
SMILES	VP16 counter	p53 reactivation	ELG1 genotoxic	MBNL1 CUG block	uPA generation	NPC1 promoter act	BRCA1 expr act	RORg inh	FLuc counter	Rab9 promoter act
Cn1c(NC(=O)c2ccc3c(c2)OCO3)cc(=O)n(C)c1=O	3%	7%	3%	-9%	-20%	-3%	-1%	-10%	0%	-2%
CCCCC1=CC2=CC(=O)C(C)(OC(=O)CC)C(=O)C2=CN1C(CO)CO (stereo not given)	13%	2%	2%	19%	6%	-4%	-6%	-1%	0%	-6%
CCOc1ccc(C(=O)N2CCN(CC(=O)N3CCCC3)CC2)cc1OCC	x	-6%	0%	x	14%	2%	5%	x	7%	1%
Cc1cccc(NC(=O)CSc2ncnc3nc[nH]c23)c1C	-1%	-3%	0%	u	5%	-3%	-4%	13%	2%	-3%
Cc1cc(C(=O)C(C)Cl)c(C)n1Cc1ccco1 (stereo not given)	11%	u	-3%	-5%	1%	-2%	-7%	38%	-1%	5%
O=C(CSc1nccc(=O)[nH]1)c1c[nH]c2ccccc12	0%	10%	11%	x	7%	0%	12%	21%	-19%	4%
COc1ccc(C(=O)COC(=O)C(CCSC)NC(=O)COc2ccccc2)c(OC)c1 (stereo not given)	-5%	10%	-1%	1%	1%	2%	-2%	37%	u	-5%
CCOC(=O)c1ccc(NC(=O)N2CCN(c3ccccc3OC)CC2)cc1	-8%	9%	-6%	-12%	12%	-2%	-8%	3%	-1%	-2%
CCc1cc(C(=O)OC)c(NC(=O)CN2CCN(C(=O)C3CCCO3)CC2)s1 (stereo not given)	-6%	13%	-2%	u	3%	-4%	-6%	-8%	2%	5%
O=[N+]([O-])c1cccc(S(=O)(=O)[N-]c2nc3ccccc3nc2-n2cc[n+](Cc3ccccc3)c2)c1	-9%	1%	5%	4%	-1%	4%	12%	9%	0%	-1%
O=C(CSc1nnc(-c2ccncc2)n1-c1ccccc1)NC1CC1	2%	-4%	2%	-1%	1%	-2%	-4%	7%	1%	2%
O=c1[nH]n(-c2ncnc3c2cnn3-c2ccccc2)c(=O)c2ccccc12	0%	4%	0%	9%	6%	-3%	-26%	-30%	13µM*	5%
COc1ccc(CNC(=O)c2cc3c(=O)n4ccccc4nc3n(Cc3cccnc3)c2=N)cc1	-2%	-1%	-7%	u	x	-1%	-3%	-15%	2%	-2%
O=C(CCc1ccccc1F)N1CCN(c2ccc(C(F)(F)F)cn2)CC1	-5%	-6%	-4%	-4%	-2%	1%	2%	1%	-1%	-4%
COC(=O)COc1c(Cl)cc(Cl)c2ccc(C)nc12	22µM*	-6%	-11%	0%	3%	-22%	-7%	u	-17%	-6%

Next section; it opens with the 2 that closed the last part.
SMILES	VP16 counter	p53 reactivation	ELG1 genotoxic	MBNL1 CUG block	uPA generation	NPC1 promoter act	BRCA1 expr act	RORg inh	FLuc counter	Rab9 promoter act
O=C(CCc1ccccc1F)N1CCN(c2ccc(C(F)(F)F)cn2)CC1	-5%	-6%	-4%	-4%	-2%	1%	2%	1%	-1%	-4%
COC(=O)COc1c(Cl)cc(Cl)c2ccc(C)nc12	22µM*	-6%	-11%	0%	3%	-22%	-7%	u	-17%	-6%
Cc1c(NC2=C(Cl)C(=O)N(c3ccccc3)C2=O)c(=O)n(-c2ccccc2)n1C	7%	1%	0%	u	0%	5%	5%	8%	-4%	0%
O=C(CN1CCOCCOCCOCC1)Nc1ccccc1	-1%	3%	-1%	-4%	2%	1%	-3%	1%	8%	-4%
NC(=O)C1CCN(C(=O)c2cc(-c3ccc(Cl)s3)nc3ccccc23)CC1	x	-8%	-5%	x	-27%	x	1%	x	x	x
O=C(OCc1nnc(-c2ccc(Cl)cc2)o1)c1ccc(=O)n(Cc2ccccc2)n1	0%	14%	u	10%	2%	2%	8%	25%	u	-3%
Cc1cnc(NS(=O)(=O)c2ccc(Cl)cc2)c(Br)c1	-4%	-3%	-3%	-1%	-2%	5%	-22%	25%	-1%	1%
COc1ccc(/C=C(/NC(=O)c2ccco2)C(=O)N2CCCCCC2)cc1OC	-4%	5%	30%	8%	0%	-2%	-8%	1%	6%	2%
CC(C)(CC(=O)O)CC(=O)N1CCN(c2cc(C(F)(F)F)nc3ccccc23)CC1	3%	-6%	1%	10%	-2%	-3%	12%	4%	-1%	1%
CC(C)[C@H](Nc1nc(-c2ccccc2)nc2c1oc1ccccc12)C(=O)O	-6%	-4%	-1%	-10%	1%	-1%	-29%	17%	u	4%
CC1CCc2sc(C(=O)NNC(=S)NC3CC3)cc2C1 (stereo not given)	-18%	21%	2%	4%	0%	u	7%	u	-16%	1.1µM*
CCC(=NC1CC(C)(C)NC(C)(C)C1)C1=C(O)CC(C)(C)CC1=O	-6%	-6%	-2%	-9%	0%	-4%	9%	-5%	14%	3%
CCc1cc(C(=O)N(Cc2ccccc2)c2c(N)n(CCOC)c(=O)[nH]c2=O)sc1C	x	2%	4%	x	2%	-1%	-17%	x	-1%	-5%
COc1ccc(Cl)cc1S(=O)(=O)NC(C)C(=O)NCc1ccncc1 (stereo not given)	-2%	-1%	0%	-9%	-7%	-2%	-2%	2%	4%	14%
Cc1ccccc1S(=O)(=O)Cc1ccc(C(=O)N2CC(C)CC(C)C2)o1 (stereo not given)	22%	0%	-5%	-16%	11%	-2%	-5%	44%	2%	2%
COC(C)(C)[C@]12CC(O)(C(C)C)ON1[C@H]1CCCCC1N2O (stereo not given in full)	9%	1%	-2%	-4%	4%	1%	4%	7%	-1%	3%
Cc1c(C(=O)N2CCCCC2)c(S(=O)(=O)N(C)Cc2ccco2)c(C)n1C	-4%	-1%	-3%[9.26 µM]	-1%	0%	2%	-2%	-15%	-1%	-1%
CC(C(=O)NCC1CCCCC1)N1CCN(S(=O)(=O)c2cccs2)CC1 (stereo not given)	x	0%	0%	x	-18%	-1%	-22%	x	-9%	-5%
Cc1cccc(OCC(=O)O/N=C(\N)c2ccncc2)c1	15%	13%	23%	-1%	2%	5%	53%	-3%	-7%	-2%
CN(C)S(=O)(=O)c1ccc2oc(SCC(=O)Nc3ccccc3F)nc2c1	u	3%	10µM*	-1%	u	3.2µM*	u	u	u	1.4µM*
COc1ccc(S(=O)(=O)Nc2ccccc2C(=O)OC2CCCN(C)C2)cc1OC (stereo not given)	9%	-8%	3%	3%	-2%	-6%	2%	11%	4%	-4%
COc1ccc(/C=C(/NC(=O)c2ccc(Br)cc2)C(=O)N2CCOCC2)cc1	-10%	-7%	-8%	4%	-1%	3%	-4%	0%	3%	-7%
COc1ccc(/C=N/NC(=O)CN(C)C(=O)OCc2ccccc2)cc1OC	-2%	-5%	9%	24%	-19%	1%	-4%	-7%	-2%	1%
CC12CC(NC(=O)N1CCc1ccccc1)c1ccccc1O2 (stereo not given)	6%	-2%	-7%	3%	1%	-3%	3%[1.84 µM]	43%	0%	-3%
CNc1ccc(Br)cc(C(=O)/C=C/c2cc(OC)ccc2OC)c1=O	-19%	-45%[inhibitor]	-13%	44%[activator]	-15%	0%	-95%[inhibitor]	3%	u	0%
COc1ccccc1CNC(=O)COC(=O)c1ccc(NC(N)=O)cc1	-11%	3%	1%	-9%	1%	-3%	-19%	14%	2%	-12%
Fc1ccc2nc(Nc3nc4c(s3)CCCC4)sc2c1	u	u	u	43%[activator]	1%	u	0%	3.2µM*	3µM*	u
Cc1ccnc(NC(=O)CCNC(=O)c2ccccc2Cl)c1	17%	u	u	2%	4%	0%	22%	u	u	7%
O=C(CCN1C(=O)c2ccccc2S1(=O)=O)N1CCN(c2ccc(F)cc2)CC1	x	-4%	-1%	x	-4%	-2%	-7%	x	-3%	1%
O=C(CN(Cc1ccco1)C(=O)c1ccc(F)cc1)Nc1ccccc1Br	x	1%	-1%	x	0%	x	-14%	x	x	x

Compounds were not picked by outcome (roughly 13% active in at least one column).
